MBD2 inh: blocks human MBD2 binding to methylated DNA. TR-FRET, MBD2 binding to methylated oligonucleotide. 370,000 compounds, 0.31% hits. AID 686964. Q9UBB5. inhibition, % at 4.4 µM; in the data active means inhibition above about 13%
Target sequence (Q9UBB5 whole entry, looked up): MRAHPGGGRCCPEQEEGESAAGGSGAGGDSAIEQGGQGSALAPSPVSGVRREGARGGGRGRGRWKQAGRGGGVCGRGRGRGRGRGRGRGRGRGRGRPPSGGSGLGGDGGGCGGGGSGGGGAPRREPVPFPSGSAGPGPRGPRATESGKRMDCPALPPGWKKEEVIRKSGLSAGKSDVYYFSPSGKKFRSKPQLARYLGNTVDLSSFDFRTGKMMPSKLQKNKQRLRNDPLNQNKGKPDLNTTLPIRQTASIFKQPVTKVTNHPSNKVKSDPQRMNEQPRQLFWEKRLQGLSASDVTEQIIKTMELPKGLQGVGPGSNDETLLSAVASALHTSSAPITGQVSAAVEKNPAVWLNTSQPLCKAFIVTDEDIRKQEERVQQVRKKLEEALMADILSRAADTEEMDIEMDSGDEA
SIAE primary: blocks human sialic acid acetylesterase; Q9HAT2; SIAE FP-Rh probe binding, fluorescence polarization; inhibition, % at 9.66 µM; 370,000 compounds, 0.69% hits; AID 1053197;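 active means inhibition above a cutoff: mean of compounds within the control limits plus 3 SD of those, cut at about 17% in these data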;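 further: 0% = plate median of compound wells and 100% = probe without SIAE protein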
TDP2 absorb: TDP2 (human) inhibition, absorbance primary screen | 370,000 compounds, 0.34% hits | recombinant TDP2, T5PNP hydrolysis, p-nitrophenol absorbance 415 nm | inhibition, % at 12.8 µM | AID 720702 | O95551;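 active means inhibition above the mean of all tested compounds plus 3 SD, set per campaign, cut at about 25% in these data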;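 further: 0% = DMSO with enzyme and 100% = buffer with substrate but no TDP2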
Target sequence (O95551 whole entry, looked up): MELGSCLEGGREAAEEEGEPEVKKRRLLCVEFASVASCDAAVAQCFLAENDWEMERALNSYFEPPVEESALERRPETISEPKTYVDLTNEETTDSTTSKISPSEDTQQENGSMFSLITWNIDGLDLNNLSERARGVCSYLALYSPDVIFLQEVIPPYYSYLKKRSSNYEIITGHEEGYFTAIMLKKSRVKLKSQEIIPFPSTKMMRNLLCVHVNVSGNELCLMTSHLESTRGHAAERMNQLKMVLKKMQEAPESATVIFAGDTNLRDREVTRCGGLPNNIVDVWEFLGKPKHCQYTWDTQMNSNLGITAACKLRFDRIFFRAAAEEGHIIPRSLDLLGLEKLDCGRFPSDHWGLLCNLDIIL
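Evaluation: % inhibition relative to enzyme-containing and enzyme-free wells. Material: recombinant human TDP2. Benchmarks: enzyme-free and DMSO wells. Timing: enzyme reaction with compound for 2 h at 37 °C. Compound dosing: 12.8 µM only. Measured by: p-Nitrophenol epi absorbance. Reagent: T5PNP substrate at 5 mM, a TopII-DNA adduct mimic. Replication: single well per compound.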
mABHD4 FP: inhibits mouse alpha/beta hydrolase domain 4; purified mABHD4, FP-Rh probe fluorescence polarization; inhibition, % at 8.92 µM; 370,000 compounds, 0.54% hits; AID 720543;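 active means inhibition exceeding the mean over every tested compound plus 3 SD, cut at about 30% in these data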;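 further: 0% = plate median of compound wells and 100% = S159A mutant with DMSO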
Target sequence (Q8VD66 whole entry, looked up, the tested form may be a part): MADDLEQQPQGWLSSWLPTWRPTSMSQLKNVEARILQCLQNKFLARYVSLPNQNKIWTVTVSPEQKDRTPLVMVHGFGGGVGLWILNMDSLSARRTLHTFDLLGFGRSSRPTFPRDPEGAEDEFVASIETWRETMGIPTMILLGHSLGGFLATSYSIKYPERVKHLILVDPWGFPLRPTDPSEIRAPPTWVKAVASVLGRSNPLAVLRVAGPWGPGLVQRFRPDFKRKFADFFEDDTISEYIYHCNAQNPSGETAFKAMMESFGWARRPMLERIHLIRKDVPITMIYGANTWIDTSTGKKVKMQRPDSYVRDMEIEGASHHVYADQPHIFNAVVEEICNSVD
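system = mouse ABHD4 enzyme, wild type | medium = HEPES pH 7.0, NaCl, Pluronic buffer | also added = FP-Rh probe | incubation = Enzyme–compound pre-incubation 45 min, then probe 60 min, both 25 °C | technique = fluorescence polarization, excitation 525 nm, emission 598 nm, BODIPY TMR filters | controls = S159A mutant high control, sample median low control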
TCR-CD3 inh: human TCR-CD3 binding inhibition; 360,000 compounds, 0.37% hits; TAMRA-labeled TCR probe fluorescence, biochemical; inhibition, % at 9.4 µM; AID 651800; in the data active means inhibition above about 19%;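 further: recombinant mutant TCR 2C K166C tagged with TAMRA read by polarization; 0% = receptor in buffer alone and 100% = receptor with positive control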
HTRA1 inhibitor: HTRA1 (human) protease inhibition; Q92743; recombinant HTRA1, FP-rhodamine activity-based probe, fluorescence polarization; inhibition, % at 5.96 µM; 340,000 compounds, 0.5% hits; in the data active means inhibition above about 36%;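 further: 0% = enzyme with DMSO and 100% = wells lacking enzyme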
NPR2 activator: GC-B (human) receptor activation. P20594. HEK293-GC-B cells, CNP EC30, cGMP TR-FRET; 0% at EC30 CNP, 100% saturating CNP. activation, % at 10 µM. 370,000 compounds, 0.11% hits. AID 1920062;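 active means activation at 10 µM reaching about 35% in either raw or pattern-adjusted values, limit read from the data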
LEDGF integ inh: blocks HIV-1 LEDGF/p75-dependent DNA integration; 370,000 compounds, 0.64% hits; inhibition, % at 3.7 µM; TR-FRET IN-LEDGF/p75 DNA integration, Eu/Cy5;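 active means inhibition above the screen-wide mean plus 3 SD, cut at about 13% in these data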;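 further: signal is the Cy5 over europium emission ratio at 671 and 618 nm; 0% = plate median of compound wells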
rCAG RNA binder: binds r(CAG) RNA repeats | r(CAG) RNA repeat, TO-PRO-1 dye displacement fluorescence | inhibition, % at 3 µM | 370,000 compounds, 1.3% hits | AID 651821;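 active means inhibition above the plate cutoff, the mean of all test compounds on that plate plus 3 SD, cut at about 35% in these data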;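 further: 0% = DMSO alone and 100% = 100 µM mitoxantrone as full dye displacement; higher means more dye released from RNA so lower well fluorescence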
PRMT1 FP inh: inhibitors of human PRMT1 | Q99873 | recombinant PRMT1, activity-based probe fluorescence polarization | inhibition, % at 2.79 µM | 370,000 compounds, 1.3% hits | AID 652257;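 active means inhibition above about 21% made by adding two undisclosed values, limit read from the data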
* marks the source's active call; other numbers are inactive results; nt = no result given. This is a subset, so the mix of outcomes need not match the whole.

SMILES	MBD2 inh	SIAE primary	TDP2 absorb	mABHD4 FP	TCR-CD3 inh	HTRA1 inhibitor	NPR2 activator	LEDGF integ inh	rCAG RNA binder	PRMT1 FP inh
CCc1ccc(C2=CC(=O)CC(C)(C)C2=O)cc1	0.4	-1.1	-8.1	-5.9	-0.8	nt	4.8	-0.1	3.6	0.2
CCCN(C(=O)CSc1n[nH]c(-c2ccc(OC)cc2)n1)c1c(N)n(Cc2ccccc2)c(=O)[nH]c1=O	-1.6	-6.8	0.9	0.7	-6.2	-0.2	-4.2	0.0	1.5	-1.1
O=C(CC1SC(N2CCCCC2)=NC1=O)Nc1cccc(C(=O)NCc2ccccc2)c1 (stereo unspecified)	-4.5	0.3	-3.8	-8.5	0.6	-3.7	6.2	-1.4	6.5	0.4
CCC(c1nnc(SCC(=O)N(C)c2ccccc2)n1Cc1ccccc1)N(C)C (stereo unspecified)	-1.2	4.8	0.2	-1.0	5.2	-1.3	0.7	0.5	-3.2	1.5
CC1CC(C)CN(C(=O)C2CCC(CNc3c(N4CCCCC4)c(=O)c3=O)CC2)C1 (stereo unspecified)	3.5	3.2	-1.5	-2.8	-8.9	-2.2	-4.8	-3.1	0.1	5.0
O=C(O)C1C2C=CC(C2)C1C(=O)N1CCc2ccccc21 (stereo unspecified)	-1.8	-1.0	8.3	2.6	6.2	-0.5	6.6	2.2	3.4	-3.3
Cc1cccc(NC(=O)c2cc(=O)c3ccccc3o2)n1	6.7	-7.8	5.8	6.2	-4.2	-0.4	-6.6	-1.8	-4.5	0.6
O=C(COC(=O)CN1C(=O)C2CCCCC2C1=O)Nc1cc(S(=O)(=O)N2CCOCC2)ccc1Cl (stereo unspecified)	-5.7	8.1	5.3	-3.2	1.9	4.7	0.4	-0.9	-3.7	-2.5
COc1ccc(Cl)cc1N1C(=O)CN(Cc2cc(OC)c(OC)c(OC)c2)C1=S	-3.7	-1.2	-6.9	1.2	1.1	3.6	-3.3	-1.1	2.9	-0.7
O=C(/C=C/c1cccc(OCc2ccccc2)c1)c1cccnc1	1.5	-2.9	-6.1	-4.3	9.7	-6.8	3.7	1.9	-2.7	4.6
Cc1cc(NC(=O)COc2ccccc2C#N)no1	0.9	-3.5	8.2	0.2	-1.4	2.6	3.4	0.3	1.4	1.6
O=C(N1CCOCC1)N1CCN(Cc2ccccc2)CC1	2.2	-4.6	-17.3	-2.6	1.5	7.4	3.4	0.8	0.8	-3.7
CCCCN(Cc1ccccc1)C(=O)C1CCC(=O)N(CCc2ccccn2)C1 (stereo unspecified)	-1.2	-1.6	5.0	-1.6	-3.0	7.7	-1.3	-0.7	-6.2	-0.9
COC(=O)c1[nH]c2ccccc2c1NC(=O)C(C)N1CC(C)OC(C)C1 (stereo unspecified)	-1.1	-4.1	-11.0	-2.3	-7.9	nt	-2.9	-2.6	-4.6	7.5
COc1cccc(C(=O)Nc2cc3c(cc2Br)OCCCO3)c1	-6.9	5.1	-12.0	0.2	-5.3	-5.6	-3.8	2.1	0.4	0.0

Profiles, looked up by structure:
`COc1ccc(Cl)cc1N1C(=O)CN(Cc2cc(OC)c(OC)c(OC)c2)C1=S` across the screens: MBD2 inh: -3.7; SIAE primary: -1.2; TDP2 absorb: -6.9; mABHD4 FP: 1.2; TCR-CD3 inh: 1.1; HTRA1 inhibitor: 3.6; NPR2 activator: -3.3; LEDGF integ inh: -1.1; rCAG RNA binder: 2.9; PRMT1 FP inh: -0.7
`CCCCN(Cc1ccccc1)C(=O)C1CCC(=O)N(CCc2ccccn2)C1` (stereo unspecified) across the screens: MBD2 inh: -1.2; SIAE primary: -1.6; TDP2 absorb: 5.0; mABHD4 FP: -1.6; TCR-CD3 inh: -3.0; HTRA1 inhibitor: 7.7; NPR2 activator: -1.3; LEDGF integ inh: -0.7; rCAG RNA binder: -6.2; PRMT1 FP inh: -0.9

(continued)
SMILES	MBD2 inh	SIAE primary	TDP2 absorb	mABHD4 FP	TCR-CD3 inh	HTRA1 inhibitor	NPR2 activator	LEDGF integ inh	rCAG RNA binder	PRMT1 FP inh
O=C(CCc1nnc(CCc2ccccc2)o1)NC(c1cccnc1)C(F)(F)F (stereo unspecified)	4.5	8.6	-2.4	-3.3	8.8	8.0	6.1	-0.3	-3.5	-1.6
COc1ccccc1C(=O)Nc1c(C(=O)N2CCN(C)CC2)oc2ccccc12	3.2	10.7	22.4	6.4	1.3	-2.8	2.7	-0.7	-4.9	-1.3
CC(=C/C(=O)O)/C(=C\c1ccc(Br)o1)C(=O)O	0.7	8.3	2.7	6.5	-3.5	1.2	3.0	-2.5	-1.4	6.1
Cc1ccc(NC(=O)C(OC(=O)c2ccc(NC(N)=O)cc2)c2ccccc2)cc1Cl (stereo unspecified)	-2.1	-48.8	-9.2	-130.5	45.8*	-96.5	0.2	-2.3	21.8	-1.6
CC(C(=O)Nc1cccnc1)c1ccc([N+](=O)[O-])cc1 (stereo unspecified)	0.6	0.8	6.2	-4.1	-0.8	5.9	0.8	0.8	1.1	0.5
O=C(NCc1ccccn1)C1CCN(C(=O)c2cc3sccc3n2Cc2ccc(F)cc2)CC1	2.5	-0.6	11.6	-1.7	-1.4	0.9	-4.7	0.0	0.3	5.3
CC(C)Nc1nc(NCCN2CCCC2)c2sc(-c3ccccc3)cc2n1	-3.0	4.1	-8.0	12.0	2.2	nt	-0.8	3.9	6.0	-4.0
CCC(C)C(N)C(=O)NC(CCC(=O)OCc1ccccc1)C(N)=O (stereo unspecified)	-2.4	0.9	8.3	0.2	8.8	-1.0	6.2	-1.1	-1.0	2.7
N#C/C(=C/Nc1ccccc1C(=O)O)C(N)=O	-6.1	5.9	-8.2	-6.6	-3.9	9.2	1.7	5.6	2.3	-2.9
CN(C(=O)CN1C(=O)c2ccc([N+](=O)[O-])cc2C1=O)C1CCCCC1	1.6	-0.7	7.3	1.6	-3.5	2.4	0.3	1.4	0.4	3.0
CCN1CCN(S(=O)(=O)c2ccc(Cl)c(C(=O)Nc3ccccc3N3CCOCC3)c2)CC1	0.6	3.2	0.9	4.7	-3.7	2.3	-0.3	0.3	-4.4	0.8
CNC(=O)CSc1nnnn1-c1cc(C)ccc1C	11.7	-6.1	-5.2	1.5	2.5	4.6	4.8	1.1	-3.7	-4.7
CC(=O)Nc1cnc(NC(=O)c2cccc(F)c2)cc1C	-5.4	-1.9	-12.6	-8.0	-4.2	1.2	2.4	1.9	4.7	-2.1
CCn1ncc(C(=O)Nc2ccc([N+](=O)[O-])cc2OC)c1C	-3.3	0.2	8.8	-1.9	7.7	5.5	1.8	1.5	-2.1	1.7
Cc1cccc(C(=O)NC(=S)Nc2ccc3[nH]c(=O)[nH]c3c2)c1	-5.3	-22.0	1.5	0.3	3.3	-6.9	-12.0	1.0	3.0	0.8
CC(=O)NC(C)(c1ccccc1)c1nc(-c2cccc3cccnc23)cs1 (stereo unspecified)	4.1	9.4	-1.3	-6.6	4.5	nt	1.0	3.6	0.8	-3.7
COc1ccc([C@H]2OC(=O)C[C@@H]2C(=O)N2CCCCC2)cc1OC	-5.0	-0.1	8.9	4.6	nt	nt	-1.6	-1.0	-0.3	-0.8
O=C(CN(C(=O)Cn1nnc(-c2cccs2)n1)c1cnc2ccccc2c1)NCC1CCCO1 (stereo unspecified)	-0.8	-0.1	9.9	0.7	4.9	-1.8	-2.0	1.6	-5.2	-0.5
COc1ccc2cc1Oc1ccc(cc1)C[C@H]1c3c(cc4c(c3Oc3cc5c(cc3OC)CCN(C)[C@@H]5C2)OCO4)CCN1C	-0.3	19.1*	-0.2	-7.5	-3.0	-14.3	-0.5	-1.9	11.7	2.9
O=C(Cn1c2ccc(F)cc2c2nc3n(c(=O)c21)CCS3)Nc1ccccc1C(F)(F)F	6.1	-18.4	2.8	1.3	1.2	0.3	-7.7	-2.8	-0.1	-1.2
Fc1cccc(CSc2nc3ccncc3[nH]2)c1	2.2	-0.7	5.9	-5.5	0.1	-1.7	9.6	-2.4	1.2	-0.9
O=C(NCCC(c1ccccc1)c1ccccc1)c1ccc(Br)o1	-9.7	-3.2	5.0	-12.3	3.7	-36.3	-1.6	-1.6	-4.3	0.9
Cc1cccc(NC2=NC(=S)N(c3ccc(C(=O)O)cc3)C23CCCCC3)c1	0.1	-0.5	-2.8	0.6	1.9	-5.5	-2.2	1.9	4.7	-0.7
COc1cc(/C=N/NC(=O)c2ccccc2O)ccc1OC(=O)CC1SC(=O)NC1=O (stereo unspecified)	-5.7	-1.7	-9.9	-8.8	2.9	4.0	1.9	0.5	16.7	19.3
COc1ccc(Br)cc1S(=O)(=O)N1CC(C)OC(C)C1 (stereo unspecified)	3.2	-6.9	-17.4	-6.3	2.4	-7.5	-4.3	2.2	1.3	-2.4
CCOC(=O)Cn1c(N2CCCCCC2)nc2c1c(=O)[nH]c(=O)n2C	-1.0	-0.1	1.9	4.2	-5.0	3.0	-9.8	-4.4	-1.1	-0.6
O=C(NCCN1CCOCC1)c1cc(S(=O)(=O)NCCCN2CCCC2=O)ccc1Cl	-6.2	7.9	-6.6	7.5	-2.1	2.3	3.6	-0.3	0.5	-0.4
COC(=O)C1=C(C)N(Cc2ccccc2)C(=S)N[C@H]1c1cccc(C(F)(F)F)c1	-2.8	-14.5	2.3	-11.7	4.3	-39.3	-8.6	1.9	-6.8	-0.4
C=CCNC(=O)C1CC1(c1ccc(C)cc1)c1ccc(C)cc1 (stereo unspecified)	3.0	-1.8	-0.3	-1.0	-3.7	-12.9	-4.0	-3.9	-6.2	0.6
COC(=O)[C@]12C[C@H](CC(=O)NCc3ccc(C)o3)C(=O)N(Cc3ccc(Cl)cc3Cl)C1=C[C@H](C(C)(C)C)O[C@@H]2C	-2.1	-7.5	-7.0	-12.8	nt	nt	-1.0	-0.6	1.2	4.3
CC(C)(C)c1ccc(OCc2ccc(C(=O)N/N=C/c3ccc([N+](=O)[O-])cc3)o2)cc1	3.1	-7.5	-0.5	12.4	-2.2	-8.0	-6.6	-3.0	4.3	0.3
COc1ccc(CN2CSC(=S)N(Cc3ccc(OC)cc3)C2)cc1	-6.3	4.0	-15.9	-1.4	-6.4	-19.2	0.0	3.7	0.5	5.5
O=C(c1cccc(S(=O)(=O)N2CCOCC2)c1)N1CCCc2ccccc21	2.0	1.6	4.8	-0.9	2.4	5.7	5.0	0.0	-5.0	0.4
CCSC1(SCC)N=C(N)C2(C#N)C(c3ccccc3)NC(C)=C(C)C12C#N (stereo unspecified)	-2.7	9.0	7.1	0.0	1.6	0.2	-5.8	-0.1	0.8	-1.1
CC1CCN(S(=O)(=O)c2cc(C(=O)Nc3ccccn3)ccc2Br)CC1	0.6	-12.6	-0.7	-5.3	5.6	-29.2	-1.0	1.2	1.5	-3.7
COc1ccc(OC)c(NC(=O)COC(=O)/C=C/c2ccc(Cl)cc2)c1	10.8	8.0	12.6	-6.5	-2.5	4.5	-2.5	-2.0	-3.3	-4.7
CC(C)CCn1nnnc1CN1CCN(c2ccc(F)cc2)CC1	1.4	-0.6	-16.3	-2.8	-3.4	1.8	2.1	-1.2	-12.1	2.2
C[C@@H](NC(=O)[C@@H]1CCCN1C(=O)OC(C)(C)C)c1ccccc1	5.0	-4.0	7.5	5.8	2.5	nt	-0.4	-2.4	0.1	1.7

High-throughput results from PubChem BioAssay.
